P. falciparum M1AAP: P. falciparum M1AAP inhibitors, biochemical, fluorogenic H-Leu-NHMec substrate, 1536-well (AID 1445); recombinant M1AAP, H-Leu-NHMec fluorogenic kinetic assay; higher % means a stronger effect; inhibition, % at 30 µM, or IC50 in µM where a hit was titrated; hit rate 0.42% among 220,000;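 active = primary inhibition above the hit cutoff, then over 50% inhibition at one or more dose response concentrations, cut at about 23% in these data, passing the limit was not always enough; inconclusive = conflicting primary data, or primary hits not chosen for dose response; inactive = low primary inhibition, or under 50% at every dose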;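 note: plate controls were DMSO full reaction for no effect and no enzyme background for full effect; strong numbers were not always called active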
Dynein transport: dynein cargo transport inhibition. hit rate 0.47% among 220,000. z-score, hits read low. 3617.4 mouse cells, GR-EGFP nuclear translocation imaging; test concentration mostly 20 µM; stimulated with dexamethasone, 1 µM; hits give low values;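 active = plate z-score of nuclear minus cytoplasmic receptor signal below a set negative limit, without overly bright fluorescence or cell loss, cut at about -3.5 in these data, passing the limit was not always enough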;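 note: z-score of nuclear minus cytoplasmic ring GR-EGFP intensity difference per well; some compounds called inactive have numbers as strong as hits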
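Medium: Induction medium lacking tetracycline, stripped serum | Probe or stimulus: 1.0 µM final dexamethasone stimulus | Schedule: 48 h induction, then 1 h compound, then 30 min agonist, 37 °C | Signal: Automated 10x imaging of fixed Hoechst-stained cells | Evaluation: Per-cell GR-EGFP intensity, nucleus versus surrounding cytoplasmic ring, well-averaged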
XIAP displacement: XIAP antagonists, biochemical, IAP family, fluorescence polarization (AID 1018) | XIAP BIR domain, fluorescence polarization peptide displacement; higher % means a stronger effect | one-dose displacement, % at 20 µM; IC50 in µM for titrated hits | hit rate 0.007% among 200,000; in the data active = displacement above about 50%; note: a part of the inactive calls stands beside numbers as strong as those of hits
M17LAP inhibition: P. falciparum M17LAP inhibitors, primary screen, biochemical, fluorogenic H-Leu-NHMec substrate, 1536-well (AID 1619); hit rate 0.38% among 220,000; recombinant M17LAP, H-Leu-NHMec fluorogenic kinetic assay; higher % means a stronger effect; one-dose inhibition, % at 30 µM; IC50 in µM for titrated hits;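 active = compound inhibiting the enzyme by more than half at any dose during confirmatory dose-response retesting; inconclusive = strong single-dose inhibitors picked by rank but not retested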;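 note: plate controls were full reaction with DMSO carrier for no effect and no enzyme background for full effect; strong numbers were not always called active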
Siah-1 displacement: Siah-1 peptide-binding antagonists, primary screen, biochemical, fluorescence polarization, rhodamine-plectin, uHTS (AID 1817). one-dose displacement, % at 20 µM; IC50 in µM for titrated hits. hit rate 0.02% among 290,000. Siah-1 / rhodamine-plectin peptide fluorescence polarization; higher % means a stronger effect;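 active = displacement of at least 50% at 20 µM, with a fluorescence ratio check between 0.3 and a set limit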;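 note: plate controls were Siah plus tracer with DMSO for no effect and tracer alone without Siah for full effect; strong numbers were not always called active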
AID2073: inhibitors of Mint1-CaV2.2 protein interaction, biochemical, HTRF (AID 2073); HTRF protein-protein interaction, Mint1-CaV2.2; higher % means a stronger effect; inhibition, % at 20 µM; hits with a dose series show IC50 in µM; hit rate 0.19% among 290,000; in the data active = inhibition mostly above about 51%, no sharp cut-off; inconclusive = no clear call, values can overlap the other calls; inactive = mostly below about 53%; note: some results filed as inactive read as strong as hits
LYP phosphatase: inhibitors of LYP phosphatase, biochemical, fluorescence intensity, uHTS (AID 1779). inhibition, % at 11.5 µM; hits with a dose series show IC50 in µM. recombinant LYP phosphatase, fluorescence intensity; higher % means a stronger effect. hit rate 0.054% among 290,000;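 note: plate controls were vehicle with enzyme for no effect and no enzyme for full effect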
PMI inhibition: human PMI inhibitors, high substrate, primary screen, biochemical, fluorescence intensity, high mannose 6-phosphate (AID 1220); recombinant PMI enzyme, coupled fluorescence intensity; higher % means a stronger effect; inhibition, % at 20 µM, or IC50 in µM where a hit was titrated; hit rate 0.66% among 190,000
human PMI inhibition: inhibitors of human PMI, primary screen, biochemical, fluorescence intensity, coupled assay (AID 1209). purified PMI enzyme, coupled fluorescence intensity; higher % means a stronger effect. hit rate 0.42% among 190,000. one-dose inhibition, % at 20 µM; IC50 in µM for titrated hits;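 note: plate controls were DMSO vehicle for no effect and wells lacking substrate for full effect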
Dynein transport cytoplasmic EGFP: further read-out of Dynein transport, marked with its call; z-score; measured here: cytoplasmic GR-EGFP intensity; hits give high values
Dynein transport nuclear GR-EGFP: recorded beside Dynein transport, whose call it bears; z-score; measured here: nuclear GR-EGFP intensity;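 lower value marks the stronger effect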
Dynein transport cell count: recorded beside Dynein transport, whose call it bears; z-score; measured here: cell count per field
* hit, by the source's call; u = inconclusive; x = no result given; & = joins results of further samples. Cut-off read from the data, not from the text of the source, unless noted: active = inhibition above about 50%; inactive = the rest. Outcome played no part in choosing rows, and some 2.1% of all compounds hit somewhere here.

SMILES	P. falciparum M1AAP	Dynein transport	Dynein transport cytoplasmic EGFP	Dynein transport nuclear GR-EGFP	Dynein transport cell count	XIAP displacement	M17LAP inhibition	Siah-1 displacement	AID2073	LYP phosphatase	PMI inhibition	human PMI inhibition
O=C(NCc1ccc(Cl)cc1)C(=O)NCC1OCCN1C(=O)c1ccc(Cl)cc1 (stereo unspecified)	8%	-0.27	-0.32	-0.036	0.35	-18%	1%	-2%	6%	3%	9%	3%
Cc1ccc2nc(-c3ccccc3)c(CN3CCN(c4ccccc4F)CC3)n2c1	5%	1.1	-0.34	0.35	-0.69	-3.0%	4%	7%	21%	8%	-2%	1%
FC(F)(F)c1nc2ccccc2[nH]1	-1%	0.47	-0.25	0.39	-0.48	x	2%	-2%	9%	-7%	x	x
COC(=O)c1cn(NC(=O)c2ccc([N+](=O)[O-])cc2Cl)c(=O)c2ccccc12	-4%	-0.5	-0.31	0.084	1	-6.8%	-6%	2%	2%	5%	2%	-13%
CC(C)OC(=O)c1ccc(NC(=O)c2ccccc2)cc1	-5%	0.23	0.04	-0.21	-0.25	-4.1%	-13%	-4%	-8%	-2%	2%	11%
CCOc1cc(C(=O)N2CCc3cc(OC)c(OC)cc3C2)ccc1OC(F)F	14%	0.5	-0.057	0.67	-1.6	-4.1%	5%	1%	7%	-2%	13%	2%
COc1ccccc1Cn1c(/C=C/c2ccccc2)nc2ccccc21	17%	-0.1	-0.12	0.11	0.071	-6.5%	-1%	-7%	11%	-6%	5%	2%
C(#CCN1CCOCC1)COCCOC(c1ccccc1)c1ccccc1	1%	0.86	0.23	0.97	-1	-1.1%	5%	-5%	1%	-1%	4%	4%
COc1cccc(/C=N/Nc2nc3ccccc3n3cnnc23)c1O	-6%	-0.68	-0.18	-0.46	0.27	-4.5%	-3%	-12%	8%	6%	-18%	12%
CCC1CCCCN1C(=O)CSc1nc(N)c(NC(=O)c2ccc(OC)c(OC)c2)c(=O)[nH]1 (stereo unspecified)	6%	-0.41	-0.23	-0.22	0.18	-13%	11%	-5%	0%	6%	7%	11%
O=S(=O)(NCCC1CC1(Cl)Cl)c1ccc(Cl)cc1 (stereo unspecified)	0%	-0.08	-0.16	-0.21	-0.13	x	-3%	-3%	4%	-2%	x	x
O=C1Nc2cc(Cl)c(Cl)cc2N(O)N1c1ccc(Cl)cc1	0%	0.86	-0.23	-0.16	0.87	-2.0%	12%	-2%	0%	-4%	8%	11%
CCOc1ccc(N2C(=O)C3ON(c4ccccc4)C(c4cccs4)C3C2=O)cc1 (stereo unspecified)	2%	-0.35	-0.24	-0.21	-0.17	-4.9%	4%	2%	13%	1%	x	x
COc1ccc(CN2C(=O)CSC2c2ccccn2)cc1 (stereo unspecified)	3%	-0.8	-0.27	-0.45	0.51	x	-12%	-2%	3%	-7%	x	x
COc1cccc2c3c(c(=O)[nH]c12)CCC(C)(C)O3	10%	0.3	-0.23	0.32	1.4	-3.3%	10%	5%	-10%	0%	-6%	-1%
Nc1ccc(C(=O)O)c(O)c1	9%&0%&1%	-0.24&0.12&-0.48	-0.27&-0.31&-0.29	0.085&0.24&0.26	0.18&0.84&0.5	-0.3%&-5.8%&-8.8%	21%&11%&-5%	-2%&-6%	-9%&-6%	-9%&-6%	41%&30%	-2%&7%
C=CCNC(=S)N1CCN(c2ccc([N+](=O)[O-])cc2)CC1	10%	-0.73	-0.2	-0.34	-0.09	-1.3%	4%	4%	-6%	-3%	-3%	6%
CCN(CC)S(=O)(=O)c1ccc2[nH]c(=O)cc(C(=O)Nc3ccc(C)c(S(=O)(=O)N(CC)CC)c3)c2c1	-3%	-0.15	-0.19	0.7	0.044	-3.0%	3%	2%	7%	-6%	13%	22%
O=C(O)c1ccc(-c2ccco2)n1Cc1ccccc1	u	0.11	-0.23	0.48	0.27	-2.4%	-18%	2%	15%	-6%	-7%	7%
COc1ccc(C(CNC(=O)COc2ccccc2OC)N(C)C)cc1OC (stereo unspecified)	3%	-0.25	-0.18	0.059	-0.49	-2.9%	-8%	-2%	-5%	-9%	3%	-1%
C/C(CC(=O)Nc1ccc(Cl)c(C(F)(F)F)c1)=N\NC(=O)c1cccc(O)c1	-2%	0.52	-0.19	0.42	-0.23	-1.8%	6%	-4%	-1%	-2%	5%	12%
O=C(C(c1ccccc1)c1ccccc1)N1CCN(Cc2ccc(Br)cc2)CC1	-1%	-1.3	0.022	-0.42	1	2.1%	11%	1%	-7%	5%	9%	14%
O=C1N(Nc2ccccc2)C(c2ccc(Br)cc2)C12CCCCC2 (stereo unspecified)	-2%	-0.14	-0.19	-0.071	0.98	-1.7%	-11%	3%	-1%	-8%	-6%	-4%
O=C(CC1C(=O)NCCN1Cc1cccc(Oc2ccccc2)c1)NCc1cccnc1 (stereo unspecified)	-4%	1.2	-0.17	1.5	-1.6	-15%	16%	0%	-7%	-7%	17%	0%
Cc1ccccc1N1C(=O)C2C3CC(=O)C(c4ccccc43)C2C1=O (stereo unspecified)	0%	-0.052	-0.057	0.041	-0.18	-4.8%	-1%	3%	2%	-4%	-13%	-9%
CCN(CC)c1ncn(Cc2c(Cl)cccc2Cl)c2ncnc1-2	13%	0.18	0.025	1	-0.52	-4.8%	5%	4%	-9%	-6%	0%	4%
c1ccc(N2CCN(c3ccccc3)C2c2cccs2)cc1	2%	-0.71	0.037	-0.041	0.71	1.3%	19%	-2%	4%	-4%	2%	4%
Cc1cccc(NC(=O)CC2S/C(=N/c3nccs3)N(C)C2=O)c1 (stereo unspecified)	4%	0.59	0.011	0.66	-0.35	-5.9%	4%	4%	0%	-5%	-1%	-2%
CCC1(c2ccc(F)cc2)NC(=O)N(CC(=O)c2ccc[nH]2)C1=O (stereo unspecified)	3%	-0.41	-0.27	0.35	1.1	-4.0%	3%	-4%	6%	6%	-5%	0%
COc1ccc(CCNC(=O)CSc2nc(-c3ccco3)cc(C(F)(F)F)n2)cc1OC	8%	-0.29	-0.16	0.2	0.97	1.1%	21%	2%	0%	0%	5%	13%
C/C=C\C(=O)Nc1cccc(C2=NOC3(C2)C[C@@H](C(N)=O)N(C(=O)c2ccc(Cl)cc2)C3)c1 (stereo partly specified)	-1%	-0.0073	-0.8	0.15	-0.066	x	15%	-5%	6%	2%	x	x
O=C(O)/C=C/C(=O)NC1CCC(CC2CCC(NC(=O)/C=C/C(=O)O)CC2)CC1 (stereo unspecified)	1%	-0.25	-0.29	-0.076	1.3	-7.1%	-5%	0%	6%	3%	-8%	-3%
CCOc1ccccc1CNCc1ccc(F)cc1	-3%	0.32	-0.32	0.6	0.3	-2.9%	-9%	3%	-8%	-9%	7%	-2%
COCCn1c(SC2CCOC2=O)nc2ccccc2c1=O (stereo unspecified)	3%	1	-0.26	0.41	0.5	-4.9%	1%	-1%	3%	-4%	2%	6%
CCOC(=O)N1CCC(N2Cc3cccc(C(=O)N4CCN(c5cccc(C)c5C)CC4)c3C2=O)CC1	4%	-0.2	-0.32	-0.19	0.9	-17%	10%	-10%	11%	3%	3%	6%
Cc1cc(C)c(C)c(S(=O)(=O)NNC(=O)c2cccc(S(=O)(=O)N3CCOCC3)c2)c1C	6%	0.24	-0.22	0.24	-0.36	3.9%	7%	8%	1%	-5%	-16%	-22%
Cc1noc2ncnc(Oc3ccc(Cl)cc3Cl)c12	12%	-0.96	-0.27	-0.44	0.65	-1.0%	0%	0%	34%	-8%	-5%	-7%
CCOC(=O)c1cnn(Cc2cccc(Cl)c2)c1C	-5%	0.16	-0.33	0.22	0.14	-14%	1%	-2%	-3%	-11%	-9%	-17%
COc1ccc(OC)c2[nH]c(=O)c(CCNS(=O)(=O)c3ccc(C)cc3)cc12	12%	-0.47	-0.13	-0.028	-0.08	-3.9%	-3%	1%	8%	-2%	26%	18%
COc1ccc(S(=O)(=O)Nc2cccnc2)cc1	-2%	-0.39	0.082	0.61	-1.2	x	-3%	-1%	-2%	-7%	x	x
Cc1cccc(OCC(=O)N/N=C/c2cc([N+](=O)[O-])ccc2N2CCOCC2)c1	3%	-0.18	-0.13	-0.5	0.41	-13%	14%	1%	3%	4%	14%	13%
Fc1ccc(NC(=S)N2CCc3ccccc3C2)c(F)c1	0%	0.053	-0.24	0.18	0.018	-5.6%	3%	-6%	u	-4%	-3%	-1%
CCOc1cc(/C=N\NC(=O)CC(=O)NCCc2ccccc2)ccc1O	6%	1.2	-0.23	0.62	-0.66	15%	15%	1%	-5%	-4%	11%	0%
CCOC(=O)CCNC(=O)N1CCCC(CNS(=O)(=O)c2cccs2)C1 (stereo unspecified)	-8%	2.6	0.19	2.2	-2.2	-5.0%	15%	-5%	0%	-8%	-12%	-13%
O=C(Nc1ccccc1-c1nnn(CC(=O)N2CCCc3ccccc32)n1)c1ccc(Cl)cc1	-1%	1.3	-0.24	0.35	0.025	x	-2%	1%	9%	4%	6%	5%
COc1ccc(Cc2nnc(SCC(=O)Nc3nc(C)cs3)o2)cc1	5%	-0.039	-0.23	-0.65	0.2	-0.7%	-2%	-2%	-6%	-6%	4%	7%
COc1ccc(N2C(=O)C(CC(=O)O)S/C2=C\C(C)=O)cc1 (stereo unspecified)	4%	0.33	-0.2	0.58	-0.059	-8.8%	0%	-4%	-1%	0%	-15%	-11%
COc1cc(C)ccc1OCCOCCOc1ccccc1[N+](=O)[O-]	1%	0.32	-0.21	0.29	0.044	0.3%	6%	1%	-7%	2%	4%	6%
CC(C)CCNC(=O)c1onc(CSc2ccc(Cl)cc2)c1C(=O)NCCC(C)C	1%	0.017	-0.73	0.12	0.35	x	-10%	0%	2%	-3%	x	x
O=c1[nH][nH]c2nc(C(F)(F)F)cc(C(F)(F)F)c12	15%	3.3	-0.19	1.4	-1.5	-2.7%	24%	-2%	-6%	-6%	0%	8%
Cc1noc(C)c1C(=O)N1CCc2ccccc2C1	15%	0.51	-0.24	0.68	-0.52	-5.3%	-6%	-2%	-1%	-6%	9%	11%

Compound activity (PubChem BioAssay)
